Source: PubChem BioAssay (Fisher Drug Discovery Resource Center)
mcGAS RapidFire – inhibitors of mouse cGAS | Q8C6L5 | recombinant mouse cGAS, cGAMP by RapidFire MS | inhibition, % at 12.5 µM | 0.18% of 130,000 active | AID 1259397;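 active = inhibition of cGAS enzyme activity at or above 60%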;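 note: enzyme stimulated by 45 bp dsDNA with ATP and GTP substrates; cGAMP share of summed cGAMP plus half ATP and half GTP signals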
Target sequence (Q8C6L5 whole entry, looked up): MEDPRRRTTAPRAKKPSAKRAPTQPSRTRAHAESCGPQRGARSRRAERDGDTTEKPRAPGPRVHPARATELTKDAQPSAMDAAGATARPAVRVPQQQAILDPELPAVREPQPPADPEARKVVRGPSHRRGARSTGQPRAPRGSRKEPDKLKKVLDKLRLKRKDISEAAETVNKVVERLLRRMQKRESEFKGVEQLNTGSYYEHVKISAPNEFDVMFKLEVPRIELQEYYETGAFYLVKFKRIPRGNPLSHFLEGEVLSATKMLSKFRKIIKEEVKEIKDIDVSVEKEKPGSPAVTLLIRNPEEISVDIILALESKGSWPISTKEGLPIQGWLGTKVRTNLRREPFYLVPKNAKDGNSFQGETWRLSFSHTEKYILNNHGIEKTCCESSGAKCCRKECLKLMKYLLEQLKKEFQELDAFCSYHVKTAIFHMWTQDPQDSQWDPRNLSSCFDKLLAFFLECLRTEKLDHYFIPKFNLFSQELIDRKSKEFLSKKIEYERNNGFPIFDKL
Numbers without * were called inactive; & = joins results of further samples.

| item | SMILES | mcGAS RapidFire |
| --- | --- | --- |
| 1 | C=CC[C@@H]1CC=C[C@@H](C)N1Cc1nc(-c2ccc3c(c2)OCO3)no1 | -5&-4 |
| 2 | COC(=O)c1ccccc1C#Cc1ccccc1C(=O)OC | -8 |
| 3 | CC(=O)Nc1ccc(N2C(=O)CSC2c2ccc(F)cc2)cc1 (centres undefined) | -11 |
| 4 | CCC(=O)N(CC(C)C)C1CCS(=O)(=O)C1 (centres undefined) | -4 |
| 5 | CCCC(=O)Nn1cnc2c(cnn2-c2ccc(C)c(C)c2)c1=O | -7 |
| 6 | Cc1[nH]n(-c2nc3ccccc3s2)c(=O)c1C(c1cccc([N+](=O)[O-])c1)C(C#N)C#N (centres undefined) | 30 |
| 7 | Cc1c(C(=O)NCCC#N)sc(=O)n1Cc1ccccc1F | 0 |
| 8 | C#CCOc1cc(F)ccc1NC(=O)C1CCS(=O)(=O)C1 (centres undefined) | 5 |
| 9 | Cc1ccccc1OCC(=O)OCc1cc(-c2cc3ccccc3o2)on1 | -6 |
| 10 | CSc1ncc(CN(C)CC2CCN(Cc3ccc(C)o3)CC2)cn1 | 8 |
| 11 | CC(=O)NC(C(=O)N1CCN(Cc2ccc(-c3ccccc3)s2)CC1)C(C)C (centres undefined) | 2 |
| 12 | C=CCNCc1cnc(S(=O)(=O)Cc2ccc(F)cc2)n1C(C)C | -5 |

Other structures:
| item | SMILES | mcGAS RapidFire |
| --- | --- | --- |
| 13 | Cc1ccc(CNc2nccn(-c3cc(C)cc(C)c3)c2=O)cc1 | 0 |
| 14 | COc1cccc(C(=O)N2CCN(C(C(=O)NCc3ccco3)C3CCCC3)CC2)c1 (centres undefined) | -2 |
| 15 | N#Cc1ccsc1C(=O)N(CCc1ccccc1)C1CCOC1 (centres undefined) | -2 |
| 16 | C1=Nc2ccccc2CN1c1ccccc1 | -12 |
| 17 | O=C(CCc1cnn(-c2ccccc2)c1)Nc1ccc(N2CCOCC2)nc1 | 7 |
| 18 | CC1(C)C(c2ccco2)=[N+]([O-])C2(CCCCC/C2=N/O)N1O (centres undefined) | 9 |
| 19 | CN(Cc1nc2ccc(F)cc2[nH]1)C(=O)c1cccc2ccnn12 | -21 |
| 20 | Cc1cc(-n2c(C)cc(C(=O)CSc3nnc(-c4ccoc4C)n3C)c2C)no1 | -12 |
| 21 | Cc1nc2sccn2c1C(=O)N(C)Cc1nc(CC(C)C)no1 | -33 |
| 22 | Cc1c(C(=O)NCc2ccccc2C(F)(F)F)sc(=O)n1Cc1ccccc1F | -8 |
| 23 | Cc1cc(C)n2c(CNS(=O)(=O)c3c(C)cc(C(C)(C)C)cc3C)nnc2n1 | -12 |
| 24 | COCCNc1nc(C)nc2sc(C)c(C)c12 | 1 |

Next section
| item | SMILES | mcGAS RapidFire |
| --- | --- | --- |
| 25 | CCCCC(=O)O[C@]1(C(=O)CO)CCC2C3CCC4=CC(=O)CC[C@]4(C)C3[C@@H](O)C[C@@]21C (some centres undefined) | -5 |
| 26 | COc1ccc(C=C2SC(N3CCCCC3)=NC2=O)c(OC)c1 | -5 |
| 27 | O=C(Nc1ccc(-c2noc(-c3ccco3)n2)cc1)c1cccs1 | 11 |
| 28 | COc1ccc2nc(N(CCCN(C)C)C(=O)c3ccno3)sc2c1 | -8 |
| 29 | Cc1nnc(-n2ncc(C#N)c2N)c2nn(-c3ccccc3F)c(C)c12 | -22 |
| 30 | O=C(NCC1(c2cccc(Br)c2)CCC1)c1ccncc1 | 1 |
| 31 | CC(C)(C)CN1CCN(Cc2cnn(-c3cccc(Cl)c3)c2)CC1CCO (centres undefined) | -6 |
| 32 | CCN1C(=O)CC(OC(C)=O)C1=O (centres undefined) | 1 |
| 33 | COC(=O)c1c(C)[nH]c(C(=O)C(C)OC(=O)C2CC2)c1C (centres undefined) | -17 |
| 34 | CNc1ncccc1C(=O)N1CCCC(Nc2ccc(F)c(F)c2)C1 (centres undefined) | -30 |
| 35 | COc1ccc(Cl)cc1NS(=O)(=O)c1ccc(C)cc1 | 13 |
| 36 | O=c1[nH]c(CN2CCN(S(=O)(=O)c3ccccc3C(F)(F)F)CC2)nc2ccccc12 | -4 |

Other structures follow:
| item | SMILES | mcGAS RapidFire |
| --- | --- | --- |
| 37 | Cc1cc(NC(=O)c2sc3ccccc3c2C)n[nH]1 | 6 |
| 38 | Cc1ccc(C)c2sc(N3CCN(C(=O)C4CCCCN4S(C)(=O)=O)CC3)nc12 (centres undefined) | 9 |
| 39 | Cc1cc(C)nc(/C(C#N)=C/c2ccccc2)n1 | 4 |
| 40 | Cc1oc(-c2ccoc2)nc1CN1CCCCC1CCN1CCCC1=O (centres undefined) | -5 |
| 41 | COC(=O)[C@]1(C)C[C@H](C(=O)NCCc2cnccn2)[C@H](c2ccccc2C)N1C | -5 |
| 42 | NC(=O)c1c[nH]c(C(=O)N(Cc2cc(F)ccc2F)C2CCCC2)c1 | -1 |
| 43 | COC(=O)c1ccc(CN2C(=O)C(Cc3ccccc3)ON=C2c2ncccc2C)o1 (centres undefined) | 60 |
| 44 | O=C(CN(C1CCCCC1)C1CC1)Nc1ccc(Cl)cn1 | -4 |
| 45 | O=C(NC1CC1)c1cc2n(n1)CCCN(C(=O)c1cc(Cl)ccc1O)C2 | -13 |
| 46 | CN(C)C(=O)c1cnn(C(C)(C)C)c1 | -1 |
| 47 | O=C(NCC1CCCO1)C1CCN(C2CCN(C(=O)C3=CCCC3)CC2)CC1 (centres undefined) | -2 |
| 48 | COc1cc(Cl)ccc1C(=O)NS(=O)(=O)c1cnn(C)c1 | -1 |

New compounds follow
| item | SMILES | mcGAS RapidFire |
| --- | --- | --- |
| 49 | Cc1csc(SCc2c(C(=O)NNC(=O)CC3CCS(=O)(=O)C3)oc3ccccc23)n1 (centres undefined) | 3 |
| 50 | CC(C)Oc1ccc(C(O)CNC(=O)C(C)(C)c2cccs2)cc1 (centres undefined) | -4 |
| 51 | Cn1cc(CN2CCC(n3nccc3NC(=O)C3CC3)CC2)c(-c2ccccc2)n1 | -2 |
| 52 | Cc1ccc(C)c(OCCN(C)C(=O)c2cc3ncc(CCO)cn3n2)c1 | -14 |
| 53 | COc1cccc(C(=O)N/N=C(/CC(C)C)c2ccccc2)c1 | -10 |
| 54 | Cc1oc(C)c(S(N)(=O)=O)c1C(=O)N(C)C1C2CC3CC(C2)CC1C3 (centres undefined) | -11 |
| 55 | CCOC(=O)C1(Cc2ccccc2F)CCCN(C(=O)c2c(C)nc3ncccn23)C1 (centres undefined) | 8 |
| 56 | Nc1ccn([C@H]2CC[C@@H](CO)O2)c(=O)n1 | -8&0 |
| 57 | COc1ccc(-c2nnc(SCC(=O)N/N=C\c3cccc(OC)c3OC)n2-c2ccccc2)cc1OC | 0 |
| 58 | COC(=O)N1CCc2nc3ccccc3c(C)c2C1 | 10 |
| 59 | COc1ccc(-c2cc3ncn(CC(O)COCC4CCCO4)c(=O)c3s2)cc1 (centres undefined) | 3 |
| 60 | Cc1nc(CC(C)C)cc(C(=O)N2CCC(N3CCC(C(=O)NC4CC4)CC3)CC2)n1 | -14&-5 |

Remaining list, next part:
| item | SMILES | mcGAS RapidFire |
| --- | --- | --- |
| 61 | CN(C)S(=O)(=O)c1ccccc1NC(=O)/C=C/c1cncc(F)c1 | -18 |
| 62 | CCN(CC)c1ccc(NC(=O)c2ccc(F)c(F)c2)cn1 | -7 |
| 63 | O=C(CNC(=O)c1ccccc1F)N=Nc1c(O)n(Cc2ccccc2)c2ccccc12 | 2 |
| 64 | Cn1c2ccccc2c2c(C(F)(F)F)cc(C(F)(F)F)nc21 | -13 |
| 65 | O=C(COc1ccc(O)cc1)NCCCc1ccccc1 | 0 |
| 66 | FC(F)(F)C(Cl)Br (centres undefined) | 1 |
| 67 | CC(C)n1c(Sc2nccn2C)nc2c1c(=O)n(C)c(=O)n2C | -10 |
| 68 | CC(C)c1nn(C)c(Cl)c1CNCC(=O)N1CCN(C)CC1 | -5 |
| 69 | CC(Oc1ccc(F)cc1)c1nc(-c2nonc2N)no1 (centres undefined) | 2 |
| 70 | C/C(CC(Sc1ccc(Cl)cc1)c1ccccc1)=N/NC(N)=S (centres undefined) | -2 |
| 71 | O=C(Nc1ccc2c(c1)CN(C(=O)Cc1ccsc1)CC2)c1ccccc1Cl | -2 |
| 72 | COc1cccc(-c2nc(C=Nc3ccc(C)cc3C)c(O)o2)c1 | -3 |

Gathered by group: the compounds so far containing a CF3 group.
| item | SMILES | mcGAS RapidFire |
| --- | --- | --- |
| 22 | Cc1c(C(=O)NCc2ccccc2C(F)(F)F)sc(=O)n1Cc1ccccc1F | -8 |
| 36 | O=c1[nH]c(CN2CCN(S(=O)(=O)c3ccccc3C(F)(F)F)CC2)nc2ccccc12 | -4 |
| 64 | Cn1c2ccccc2c2c(C(F)(F)F)cc(C(F)(F)F)nc21 | -13 |
| 66 | FC(F)(F)C(Cl)Br (centres undefined) | 1 |

The results go on:
| item | SMILES | mcGAS RapidFire |
| --- | --- | --- |
| 73 | COc1ccc(Cl)cc1Cn1c(C)c(C(=O)NCc2cccc(C)c2)sc1=O | -9 |
| 74 | CC[n+]1c2ccccc2cc2ccccc21 | -1 |
| 75 | C=CCNC(=S)NNC(=O)c1c(C)nc2cc(C)ccn12 | -10 |
| 76 | Cc1ccccc1-n1ncc2c(C(C)C)nn(CC(=O)N3CC(C)OC(C)C3)c(=O)c21 (centres undefined) | -1 |
| 77 | Cc1cc(C)nc(Sc2ccc(S(=O)(=O)C(F)(F)F)cc2[N+](=O)[O-])n1 | -16 |
| 78 | c1ccc(-c2nc(NCCc3ccccn3)c3ccccc3n2)cc1 | 17 |
| 79 | N#CC1C(=N)SC(=N)C(C#N)C1c1ccccc1I (centres undefined) | 9 |
| 80 | CC(C)(C)C1CCc2c(sc(NC(=O)c3cnccn3)c2C#N)C1 (centres undefined) | -8 |
| 81 | O=C(CN1CCOCC1)NC1c2ccccc2CSc2ccccc21 (centres undefined) | -3 |
| 82 | Cc1cccc(Cn2c(CCNC(=O)C(C)(C)C)nc3ccccc32)c1 | -1 |
| 83 | CC(OC(=O)C1CC(=O)N(CC2CC2)C1)c1cc(F)ccc1F (centres undefined) | -9 |
| 84 | Cc1c(C#N)c(NC(=O)CCN2CCCCC2)n(Cc2ccco2)c1C | -3 |

Next structures follow:
| item | SMILES | mcGAS RapidFire |
| --- | --- | --- |
| 85 | Cn1c(CCC(N)=O)nnc1SCC(=O)N1N=C(c2cccs2)CC1c1ccco1 (centres undefined) | -3 |
| 86 | Cc1ccc(-c2c(=O)n(OCc3ccccn3)c3ccccc3[n+]2[O-])cc1 | 6 |
| 87 | O=C(NCc1ccco1)c1scc2c1OCCO2 | -8 |
| 88 | NC(=O)CC1CCN(C(=O)NCc2ccc3ccccc3c2)CC1 | 5 |
| 89 | Cc1c(CN2CCCC(C(=O)Nc3ccc(-c4ccn[nH]4)cc3)C2)cnn1C (centres undefined) | -3 |
| 90 | O=C(CCC(=O)N1CCc2ccccc2C1)NCCc1ccc(F)cc1 | 10 |
| 91 | O=C(Nc1cccnc1)c1cc(F)c(F)cc1Cl | -6 |
| 92 | CC(C)n1ncc(C(C)(O)C(F)(F)F)c1N (centres undefined) | -3&4 |
| 93 | O=C(C1=C(N2CCOCC2)C(C(=O)c2ccccc2)CCC1)c1ccccc1 (centres undefined) | -9 |
| 94 | Cc1ccccc1C1=NN2C(=N)/C(=C/c3ccc(F)cc3)C(=O)N=C2S1 | -4 |
| 95 | Cc1cc(Sc2cccs2)c(C#N)c(C)n1 | -3 |
| 96 | O=C(Nc1c2c(nn1-c1ccc([N+](=O)[O-])cc1)CSC2)C1CCCCC1 | -3 |

(list continues)
| item | SMILES | mcGAS RapidFire |
| --- | --- | --- |
| 97 | Cn1c(-c2ccccc2)cnc1SCC(=O)NCC(C)(C)N1CCOCC1 | -5 |
| 98 | CCN1CC(CN(C)c2cncc(-n3cccn3)n2)Oc2ccccc21 (centres undefined) | -28 |
| 99 | O=C(Cc1ccc(N2CCCC2=O)cc1)NCc1ccc(F)cc1 | -5 |
| 100 | N#Cc1c(N(CCO)CCO)nc(N)c2c(N)nc3c(c12)CC(=O)N3Cc1cccs1 | 1 |
| 101 | Cc1noc(C)c1C1CCCN1C(=O)c1cc(-c2cccn2C)n[nH]1 (centres undefined) | -21 |
| 102 | N#Cc1c(Cl)nc(N)n1-c1ccccc1 | 0 |
| 103 | CC(C#N)CNS(=O)(=O)c1cc(Br)ccc1F (centres undefined) | 6 |
| 104 | N#Cc1ncn(Cn2nnc3ccccc3c2=O)n1 | -8 |
| 105 | CCCCC(Nc1cc(C(F)(F)F)nc2ncnn12)C1CCC1 (centres undefined) | -21 |
| 106 | Cn1ccnc1CN(Cc1ccsc1)CC1CCCO1 (centres undefined) | -20 |
| 107 | O=C1CC(c2ccccc2)Sc2nc(-c3ccc([N+](=O)[O-])cc3)nn21 (centres undefined) | -4 |
| 108 | Cc1csc(C(C)(C)NC(=O)Nc2cnn(-c3ccccc3)c2)n1 | -1 |

Of the compounds above, 6 have two or more sulfur atoms.
| item | SMILES | mcGAS RapidFire |
| --- | --- | --- |
| 38 | Cc1ccc(C)c2sc(N3CCN(C(=O)C4CCCCN4S(C)(=O)=O)CC3)nc12 (centres undefined) | 9 |
| 49 | Cc1csc(SCc2c(C(=O)NNC(=O)CC3CCS(=O)(=O)C3)oc3ccccc23)n1 (centres undefined) | 3 |
| 70 | C/C(CC(Sc1ccc(Cl)cc1)c1ccccc1)=N/NC(N)=S (centres undefined) | -2 |
| 77 | Cc1cc(C)nc(Sc2ccc(S(=O)(=O)C(F)(F)F)cc2[N+](=O)[O-])n1 | -16 |
| 85 | Cn1c(CCC(N)=O)nnc1SCC(=O)N1N=C(c2cccs2)CC1c1ccco1 (centres undefined) | -3 |
| 95 | Cc1cc(Sc2cccs2)c(C#N)c(C)n1 | -3 |

This is a subset, so the mix of outcomes need not match the whole.
